Bioassay records from PubChem BioAssay.
AmpC inh no detg = AmpC beta-lactamase inhibition without detergent; Potency, µM (doses to about 57.1 µM), for inactives: at the highest dose activity change, negative = inhibition, hits mostly inhibitors; P00811; 330,000 compounds, 0.52% hits; AmpC nitrocefin hydrolysis, absorbance 480 nm, 0.0001% Triton;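 also: potency is read from the fitted curve at half-maximal effect; plate controls were no compound for no effect and no enzyme for full effect; nearly all actives have a fitted effect of over 20% in size; some results filed as inactive show a strong effect at the top dose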
Target sequence (P00811 whole entry, looked up): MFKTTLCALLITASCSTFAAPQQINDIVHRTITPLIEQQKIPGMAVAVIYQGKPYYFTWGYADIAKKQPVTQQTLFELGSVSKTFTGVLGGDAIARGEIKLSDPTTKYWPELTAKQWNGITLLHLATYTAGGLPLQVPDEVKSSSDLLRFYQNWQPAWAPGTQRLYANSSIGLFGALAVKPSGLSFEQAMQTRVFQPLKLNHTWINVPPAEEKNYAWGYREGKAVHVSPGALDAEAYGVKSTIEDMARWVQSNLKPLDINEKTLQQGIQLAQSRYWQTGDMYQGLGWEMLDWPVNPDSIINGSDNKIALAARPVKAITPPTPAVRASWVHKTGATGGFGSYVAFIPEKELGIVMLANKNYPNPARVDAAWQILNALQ
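20 mM phosphate pH 7.0 + 0.01% (detergent screen) or 0.0001% Triton X-100; 5.3 nM AmpC reagent; cpd preinc 15 min RT; nitrocefin (800 uM stock) to start; A480 q20 s × 4 min; Activity was normalised to no-enzyme and no-compound control wells.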
AMA1-RON2 inh = AMA1-RON2 (P. falciparum) interaction inhibition; 360,000 compounds, 0.2% hits; AlphaScreen AMA1-biotinylated RON2 peptide binding; AID 720542; Potency, µM (top dose mostly 58.2 µM), without a hit: at the highest dose activity change, negative = inhibition, hits mostly inhibitors;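 also: potency is read from the fitted curve at half-maximal effect; 0% = vehicle wells and -100% = peptide control; nearly all actives have a fitted effect of over 45% in size; some results filed as inactive show a strong effect at the top dose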
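AMA1 (3D7) with his tag at 25 nM final met compounds first, then biotinylated RON2 peptide at 25 nM; detection used donor plus acceptor beads, 10 µg/mL apiece, read by AlphaScreen after 30 min at room temperature.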
AmpC detergent = inhibitors of E. coli AmpC beta-lactamase with detergent | Potency, µM (titrated, usually from 114 µM), for the others: at the top dose activity change, negative = inhibition, actives largely listed as inhibitors | AID 485294 | AmpC hydrolysis of nitrocefin, absorbance 480 nm, 0.01% Triton | 370,000 compounds, 0.041% hits | P00811;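 also: potency is read from the fitted curve at half-maximal effect; 0% = no-compound wells and -100% = no-enzyme wells; nearly all actives have a fitted effect of over 25% in size; some results filed as inactive show a strong effect at the top dose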
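20 mM phosphate pH 7.0 + 0.01% (detergent screen) or 0.0001% Triton X-100; 5.3 nM AmpC reagent; cpd preinc 15 min RT; nitrocefin (800 uM stock) to start; A480 q20 s × 4 min; Activity was normalised to no-enzyme and no-compound control wells.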
FBPA Giardia inh = Giardia lamblia aldolase inhibition | purified Giardia FBPA | 290,000 compounds, 0.71% hits | A8B2U2 | Potency, µM (highest dose often 59.6 µM), inactives show at the top dose activity, negative = inhibition, usual class: inhibitors; also: potency is read from the fitted curve at half-maximal effect; nearly all actives have a fitted effect of over 55% in size
Target sequence (A8B2U2 whole entry, looked up): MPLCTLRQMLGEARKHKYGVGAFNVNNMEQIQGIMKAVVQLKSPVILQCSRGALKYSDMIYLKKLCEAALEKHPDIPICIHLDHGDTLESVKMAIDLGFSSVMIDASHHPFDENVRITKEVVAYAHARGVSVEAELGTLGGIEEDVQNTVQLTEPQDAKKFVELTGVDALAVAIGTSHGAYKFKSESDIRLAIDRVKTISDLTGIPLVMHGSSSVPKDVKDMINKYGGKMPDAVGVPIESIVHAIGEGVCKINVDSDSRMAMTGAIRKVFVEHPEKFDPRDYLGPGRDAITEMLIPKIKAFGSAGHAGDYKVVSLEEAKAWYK
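40 nM FBPA preincubated 10 min at RT with compound (up to 57.5 uM final), then substrate plus GAPDH/TPI/NAD/arsenate coupling and diaphorase/resazurin added. Fluorescence read after 20 min at RT, 525/598 nm.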
HCMV inh = human cytomegalovirus inhibition | HFF cells, HCMV-luciferase reporter, 72 h; active compounds read low | activity change, negative = inhibition, % at 57.5 µM | 410,000 compounds, 4.5% hits; in the data active = activity change below about -60%; inconclusive = no clear call, values can overlap the other calls; inactive = above about -39%
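Two-dose cell screen: HFF monolayers treated with compounds and infected with luciferase-expressing HCMV at 1 PFU/cell, 72 h at 37C, then lysed for luciferase measurement.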
Sm TGR inh = blocks Schistosoma mansoni thioredoxin glutathione reductase; Q962Y6; purified TGR, DTNB reduction, TNB absorbance 405 nm; Potency, µM (highest dose often 114 µM), for inactives: top-dose activity change, negative = inhibition, actives largely listed as inhibitors; 360,000 compounds, 3% hits; AID 485364; also: potency is read from the fitted curve at half-maximal effect; nearly all actives have a fitted effect of over 60% in size
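Kinetic colorimetric format: TGR-catalysed, NADPH-driven DTNB reduction monitored via TNB absorbance. Enzyme dispensed at 20 nM; compound exposure 15 min at room temperature before reaction start.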
* hit, by the source's call; ? = inconclusive; . = not tested or not shown; [ ] = remark or other dose. Unless noted, calls follow the shape of the dose curve; as a rule, active = well fitted curve in the direction sought with a large enough effect; inconclusive = small, poorly fitted or top-dose-only effect, or another doubt; inactive = no such curve, though single readings can be large; an effect the other way counts as inactive or inconclusive. Unless noted, % is scaled to controls: 0 for no effect and ±100 for the full control effect.

Start of the data: the first two compounds (preview)
SMILES,AmpC inh no detg,AMA1-RON2 inh,AmpC detergent,FBPA Giardia inh,HCMV inh,Sm TGR inh
COc1ccccc1CCC(=O)OCC(=O)Nc1cc(C)nn1-c1ccccc1,1%,-1%,?,.,-7,4%
Cc1noc(NS(=O)(=O)c2ccc(NC(=O)c3nn(-c4ccccc4)ccc3=O)cc2)c1C,-27%,-1%,-11%,.,-12,-3%

Main list, repeating the preview:
SMILES,AmpC inh no detg,AMA1-RON2 inh,AmpC detergent,FBPA Giardia inh,HCMV inh,Sm TGR inh
COc1ccccc1CCC(=O)OCC(=O)Nc1cc(C)nn1-c1ccccc1,1%,-1%,?,.,-7,4%
Cc1noc(NS(=O)(=O)c2ccc(NC(=O)c3nn(-c4ccccc4)ccc3=O)cc2)c1C,-27%,-1%,-11%,.,-12,-3%
CCOC(=O)c1ccc(C(=O)NNC(=O)C2C3C=CC(C3)C2C(=O)O)cc1 (stereo unspecified),1%,25%,-9%,.,7,36%
COc1ccc(-c2csc(Cc3nnc4n3CCCCC4)n2)cc1OC,-7%,-10%,-12%,-15%,-14,0%
C=C(c1cccc2ccccc12)P(=O)(O)O,-11%,30%,1%,1%,-20,-2%
CCN(CC)CCNC(=O)c1cc2c(s1)-c1ccccc1SC2,17%,9%,-1%,1%,-72*,-5%
O=Cc1ccccc1OCCCOc1cccc2cccnc12,21%,0%,3%,-12%,66,4%
Cc1ccnc(NC(=O)CCCNC(=O)c2ccc(Cl)cc2)c1,-14%,5%,-8%,.,2,2%
Cc1ccc(S(=O)(=O)C2CCCCC2=O)cc1 (stereo unspecified),-24%,8%,-13%,5%,9,-1%
CC(=O)n1cc([C@@H]2C=C(C(=O)N3CCN(Cc4ccc5c(c4)OCO5)CC3)O[C@H](OCCCCO)C2)c2ccccc21,190%[activator],-9%,-2%,-1%,-35,-6%
COC(=O)c1nnn(CC(=O)NC(=O)Nc2cccc(Cl)c2C)c1C(=O)OC,6%,-6%,5%,0%,-14,2%
Cc1ccc(NC(=O)CSC2=C(C#N)C(c3ccc4c(c3)OCO4)CC(=O)N2)cc1C (stereo unspecified),-29%,-9%,-4%,-8%,?,-1%
CCc1nc(SCc2cc(=O)c3cc(C)ccc3[nH]2)n[nH]1,.,.,1%,.,-10,5%
CC1Cc2ccccc2N1CC(=O)NCc1ccc2c(c1)OCO2 (stereo unspecified),-16%,-2%,7%,6%,-14,1%
CCCCN(CC)C(=O)CSc1nc2n[nH]c(C)c2c(=N)n1-c1cccc(OC)c1,.,.,2%,.,77,4%
Cc1cccc(N2CN(S(=O)(=O)c3cccc([N+](=O)[O-])c3)c3nc4ccccc4nc32)c1,-21%,5%,.,.,?,.
Oc1ccc(Cl)cc1-c1cc(C(F)(F)C(F)F)nc(-c2ccccc2)n1,-16%,-1%,-1%,5%,-9,-1%
COC(=O)c1cc(C#N)c(N2CC(C)OC(C)C2)nc1C (stereo unspecified),15%,15%,-11%,5%,0,-6%
CSc1ccccc1-n1nnnc1SCc1ccccc1,-31%,22%,-5%,-12%,-1,9%
CCCCN1CCc2nc(N3CCN(c4ncccn4)CC3)ncc2C1,.,.,12%,.,16,-2%
COc1ccc(NC(=O)CS(=O)(=O)c2ccc(F)cc2)cc1,-10%,-3%,?,14%,7,-17%
N#Cc1nc(-c2ccc(F)cc2)oc1N1CCN(C(=O)c2ccco2)CC1,16%,-22%,5%,-7%,.,-15%
CNS(=O)(=O)c1cccc(C(=O)NC2CCCc3ccccc32)c1 (stereo unspecified),-16%,-9%,-14%,4%,-19,6%
COc1cccc(N2CCN(C(=O)c3ccc(CS(=O)Cc4ccccc4Cl)o3)CC2)c1 (stereo unspecified),141%[activator],0%,-3%,-12%,-11,-18%
Cc1ccc(N=C2NC(=O)/C(=C\c3ccsc3)S2)c(C)c1,-21%,3%,3%,-3%,-72*,6%
CN1CCC(N(C)C(=O)CNC(=O)c2ccc(C(C)(C)C)cc2)CC1,-13%,0%,-3%,-6%,-32,-9%
Cc1nc(C(=O)N2CCCC(C(=O)c3cccc(OC(C)C)c3)C2)cs1 (stereo unspecified),29%,-2%,?,.,-36,?
CC(C(=O)N(C)C)N(C#N)c1nc(N(C)C)nc(N(C)C)n1 (stereo unspecified),-15%,2%,?,3%,-18,0%
Clc1ccc(-c2cnc3n2CCC3)cc1,-23%,?,-6%,-25%,-20,7%
COCCCN1C(=O)C(O)=C(C(=O)c2ccco2)C1c1ccccc1 (stereo unspecified),-6%,-1%,?,-16%,-23,1%
Cc1ccc(-c2cc(C(=O)NC(C)c3ccccc3)c3ccccc3n2)cc1C (stereo unspecified),.,.,6%,.,9,-4%
C=CCNC(=S)N/N=C/c1ccc(C(C)(C)C)cc1,-26%,2%,8%,-23%,?,15%
CNc1nc(Oc2ccc(=O)[nH]n2)nc(N2CCOCC2)n1,.,.,-12%,.,5,7%
Cc1ccccc1C1C(C#N)=C2N=C(N)c3c(sc4c3CCCCC4)N2C2=C1C(=O)CC(C)(C)C2 (stereo unspecified),-29%,12%,-14%,-14%,15,-15%
O=C1CNC(=S)N1CCc1ccc(O)c(O)c1,-32%,7%,8%,?,?,1.8µM*
COc1ccc(CC(=O)Nc2ccccc2C(=O)N2CCCC2)cc1,-2%,5%,1%,4%,2,0%
COCCn1c(CN2CCN(c3cccc(Cl)c3)CC2)nc2c1c(=O)n(C)c(=O)n2C,156%[activator],-9%,?,1%,?,0%
COc1cccc(Cn2c(CNC(=O)Cc3cccc(C)c3)nc3cccnc32)c1,.,.,-5%,.,?,2%
CC(C)(C)OC(=O)N1CCC(NC(=O)c2ncn(Cc3ccccc3)c2C(=O)NC2CCN(C(=O)OC(C)(C)C)CC2)CC1,156%[activator],-8%,-2%,.,101,-3%
O=C(C1CC1)N1CCc2cc(Br)cc(S(=O)(=O)N3CCN(c4cccc(C(F)(F)F)c4)CC3)c21,.,.,?,.,14,0%

For convenience, part of the list above.
SMILES,AmpC inh no detg,AMA1-RON2 inh,AmpC detergent,FBPA Giardia inh,HCMV inh,Sm TGR inh
CN1CCC(N(C)C(=O)CNC(=O)c2ccc(C(C)(C)C)cc2)CC1,-13%,0%,-3%,-6%,-32,-9%
Cc1nc(C(=O)N2CCCC(C(=O)c3cccc(OC(C)C)c3)C2)cs1 (stereo unspecified),29%,-2%,?,.,-36,?
CC(C(=O)N(C)C)N(C#N)c1nc(N(C)C)nc(N(C)C)n1 (stereo unspecified),-15%,2%,?,3%,-18,0%
Clc1ccc(-c2cnc3n2CCC3)cc1,-23%,?,-6%,-25%,-20,7%
COCCCN1C(=O)C(O)=C(C(=O)c2ccco2)C1c1ccccc1 (stereo unspecified),-6%,-1%,?,-16%,-23,1%
Cc1ccc(-c2cc(C(=O)NC(C)c3ccccc3)c3ccccc3n2)cc1C (stereo unspecified),.,.,6%,.,9,-4%
C=CCNC(=S)N/N=C/c1ccc(C(C)(C)C)cc1,-26%,2%,8%,-23%,?,15%
CNc1nc(Oc2ccc(=O)[nH]n2)nc(N2CCOCC2)n1,.,.,-12%,.,5,7%
Cc1ccccc1C1C(C#N)=C2N=C(N)c3c(sc4c3CCCCC4)N2C2=C1C(=O)CC(C)(C)C2 (stereo unspecified),-29%,12%,-14%,-14%,15,-15%
O=C1CNC(=S)N1CCc1ccc(O)c(O)c1,-32%,7%,8%,?,?,1.8µM*
COc1ccc(CC(=O)Nc2ccccc2C(=O)N2CCCC2)cc1,-2%,5%,1%,4%,2,0%
COCCn1c(CN2CCN(c3cccc(Cl)c3)CC2)nc2c1c(=O)n(C)c(=O)n2C,156%[activator],-9%,?,1%,?,0%

Carrying on:
SMILES,AmpC inh no detg,AMA1-RON2 inh,AmpC detergent,FBPA Giardia inh,HCMV inh,Sm TGR inh
Cc1cc(C)n(CCCNC(=O)c2ccco2)n1,-17%,15%,0%,.,-7,6%
Cc1cccc(N2CCN(C(=O)c3ccccc3NC(=O)C3CC=CCC3C(=O)O)CC2)c1 (stereo unspecified),-14%,1%,?,1%,14,1%
O=C(Cc1ccccc1)Nc1ccccc1C(=O)O,-6%,3%,0%,-9%,91,2%
O=C(Nc1ccc2c(c1)C(=O)OC2)c1ccc(F)cc1F,-1%,-14%,-6%,2%,3,19%
COc1ccc(N2CCN(S(=O)(=O)c3ccc4c(c3)NC(=O)CS4)CC2)cc1,-17%,-16%,1%,.,?,-3%
Fc1ccc(Nc2nc(-c3ccncc3)cs2)cc1,-21%,-8%,-6%,1%,71,-4%
Cc1ccc(C(=O)NCC(=O)OCC(=O)c2cc(C)n(Cc3ccco3)c2C)cc1,-1%,-3%,1%,8%,-4,-22%
O=C(COCc1cc(-c2ccc3c(c2)OCO3)on1)Nc1cccnc1,-6%,-3%,?,9%,26,-2%
CN(C)C(=O)CSc1nnc(Cc2ccccc2)n1Cc1ccco1,-6%,7%,?,0%,-17,?
CN1CCN(S(=O)(=O)c2cccc(C(=O)Nc3cc(Cl)ccc3N3CCOCC3)c2)CC1,149%[activator],-4%,-17%,.,-14,1%
Nc1c(C(=O)NCc2ccco2)c2nc3ccccc3nc2n1CCc1ccc(F)cc1,-4%,29%,-3%,?,-28,?
COc1ccc(OC)c(NC(=O)COC(=O)CN(C)S(=O)(=O)c2ccc(C)cc2)c1,3%,4%,-16%,2%,-21,-7%
O=C(NCC1CCCN1S(=O)(=O)c1cccs1)c1ccccc1 (stereo unspecified),6%,4%,-12%,.,-20,-15%
Cc1cnccc1CN(C)Cc1cn(C)nc1-c1cccc(Cl)c1,76%[activator],32%[activator],6%,0%,0,?
CC(=O)c1cccc(NC(=O)N2C3CCC2CC(NC(=O)C2CC2)C3)c1 (stereo unspecified),-8%,-2%,6%,-1%,-37,-9%
